Screening data: PubChem, several laboratories
OX1R antagonist: OX1R (HCRTR1) antagonists, primary screen, fluorescence, CHO/OX1R cells, Fluo-8 calcium, orexin A. Orexin/Hypocretin receptor type 1 (Homo sapiens), O43613. Fluo-8 calcium fluorescence. inhibition, % at 5 µM. actives 0.43% (n = 330,000). AID 434989, 2010;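 active = inhibition above its plate's threshold, mean inhibition of all tested compounds on the plate plus 3 SD, cut at about 37% in these data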;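 also: 0% = orexin A challenge wells and 100% = SB-334867-A antagonist wells; not every result past the cut was called active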
Target sequence (O43613 whole entry, looked up): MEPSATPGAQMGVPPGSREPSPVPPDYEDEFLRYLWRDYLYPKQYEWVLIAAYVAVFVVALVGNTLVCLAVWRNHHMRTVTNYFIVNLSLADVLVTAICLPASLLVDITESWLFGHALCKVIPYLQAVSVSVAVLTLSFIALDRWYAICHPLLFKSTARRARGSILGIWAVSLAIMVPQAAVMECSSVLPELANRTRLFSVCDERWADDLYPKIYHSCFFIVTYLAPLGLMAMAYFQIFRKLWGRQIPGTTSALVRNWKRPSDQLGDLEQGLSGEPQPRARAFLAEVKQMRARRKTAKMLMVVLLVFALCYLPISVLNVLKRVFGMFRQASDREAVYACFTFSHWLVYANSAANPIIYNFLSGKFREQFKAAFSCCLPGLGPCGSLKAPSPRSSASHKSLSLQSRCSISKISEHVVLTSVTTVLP
CHT PAM: CHT positive allosteric modulators, primary screen, cell-based, membrane potential dye, choline EC20 | B-score at 10 µM | High affinity choline transporter 1 (Homo sapiens), Q9GZV3 | AID 488977, 2010 | actives 0.49% (n = 310,000) | CHT-expressing cells; active compounds read high; LV-AA mutant CHT in HEK293 cells;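 active = initial fluorescence not abnormally high and integrated response B-score, plate-corrected, over 3 SD above library mean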
Target sequence (Q9GZV3 whole entry, looked up): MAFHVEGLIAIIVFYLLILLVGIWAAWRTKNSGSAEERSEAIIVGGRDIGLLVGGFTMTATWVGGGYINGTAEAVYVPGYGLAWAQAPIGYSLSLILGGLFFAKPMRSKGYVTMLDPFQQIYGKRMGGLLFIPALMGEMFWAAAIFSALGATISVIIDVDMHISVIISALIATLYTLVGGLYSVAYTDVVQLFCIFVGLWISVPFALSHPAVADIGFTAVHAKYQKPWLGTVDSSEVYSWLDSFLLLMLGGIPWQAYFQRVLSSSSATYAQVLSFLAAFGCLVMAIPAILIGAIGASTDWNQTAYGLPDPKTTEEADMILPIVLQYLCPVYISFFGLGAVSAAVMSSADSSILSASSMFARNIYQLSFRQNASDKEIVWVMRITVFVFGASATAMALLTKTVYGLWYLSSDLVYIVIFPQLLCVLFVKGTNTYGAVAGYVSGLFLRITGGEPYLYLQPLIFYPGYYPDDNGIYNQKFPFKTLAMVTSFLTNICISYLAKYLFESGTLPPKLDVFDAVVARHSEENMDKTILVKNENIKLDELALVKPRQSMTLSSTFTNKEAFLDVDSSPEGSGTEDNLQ
* hit, by the source's call; i = inactive; . = no result given.

SMILES	OX1R antagonist	CHT PAM
NC(=O)NC(c1ccccc1)c1ccccc1F (stereo not given)	-29.2	i
CCc1ccc2c(c1)C(=O)c1ccccc1C2=O	-28.9	i
CC(=NNC(=O)CSc1nc2ccccc2o1)c1ccco1	-10.5	.
O=C(OC1C2CCC1C1CN(CCc3ccccc3)CC12)c1ccccc1 (stereo not given)	-14.2	i
O=C(O)Cc1ccc2c(c1)N(S(=O)(=O)c1cccc(C(F)(F)F)c1)CC(C(=O)O)O2 (stereo not given)	10.7	i
O=C(Cc1ccccc1)NCC1CCCO1 (stereo not given)	-4.6	i
CC(C)[C@H](NC(=O)N1CCC(Cc2ccccc2)CC1)C(=O)O	-16.7	i
O=C(COC(=O)/C=C/c1ccc([N+](=O)[O-])cc1)NC1CCCCC1	3.5	.
COc1ccc(C(=O)NCc2nnc(SCC(=O)Nc3cccc(OC)c3)o2)cc1	-14.9	i
Cc1cccc(C(=O)NCC(=O)N(C)Cc2nc3ccccc3c(=O)[nH]2)c1	4.2	.
O=C(CCCCCn1c(SCC(=O)c2ccccc2)nc2ccccc2c1=O)NCc1ccco1	-8.7	i
Cc1cccc2nc(COc3ccc(-c4ccccc4)cc3)cn12	-16.5	i
CN1CCN(Cc2c(O)ccc3c2oc(=O)c2ccccc23)CC1	-11.4	i
Cc1ccccc1NC(=S)N1CCN(Cc2ccc3c(c2)OCO3)CC1	-4.8	i
O=C(Nc1ccc(F)cc1)c1cnc(-c2ccccc2)nc1-c1ccccc1	-18.9	i
COc1ccc(Sc2nnc(Cc3ccccc3)c3ccccc23)cc1	-27.7	i
COc1ccc(CNC(=O)COC(=O)c2c[nH]c(=O)[nH]c2=O)cc1OC	-14.7	i
COC(=O)c1c(NC(=O)CSc2nc3ccccc3c(=O)n2-c2ccccc2)sc(C)c1C	-16.1	i
COc1cc2c(cc1OC)C(c1cccs1)N(C(=O)c1cccnc1)CC2 (stereo not given)	-12.2	i
O=C(c1cccc(C(F)(F)F)c1)C1CCCN(C(=O)Cn2cncn2)C1 (stereo not given)	-3.5	i
O=C(CSc1ccccc1C(=O)O)NC1CCCCCCC1	-3.8	i
Cn1cc(Br)c(C(=O)Nc2sc3c(c2C(N)=O)CCC3)n1	-7.5	i
COC(=O)c1oc2nc(C)cc(C)c2c1N	21.5	i
C/C(=C\C(=S)Nc1ccccc1)Nc1cccc2ccccc12	-5.6	i
CC(C)Cc1ccc(CN2CCCC(NC(=O)CCn3cnnn3)C2)cc1 (stereo not given)	-4.6	i
Continued.
SMILES	OX1R antagonist	CHT PAM
CCOC(=O)C1=C(COC(=O)c2cc(S(=O)(=O)N(C)C)ccc2C)NC(=O)NC1C (stereo not given)	-30.1	.
Cc1cc(N(CC(=O)O)S(C)(=O)=O)ccc1Br	-21.2	i
CC(=O)c1cccc(NC(=O)C(C)OC(=O)CCN=C2NS(=O)(=O)c3ccccc32)c1 (stereo not given)	22.2	i
CCCc1cn(S(=O)(=O)c2ccc(OC)cc2OC)nc1N	-11.0	i
COC(=O)Cc1c(C)nc2nc(NCc3cccc([N+](=O)[O-])c3)[nH]n2c1=O	-12.2	i
Cc1ccc(CCN2CC(C(=O)NC(C)C)CC2=O)cc1 (stereo not given)	-9.2	i
O=C(Cn1cnc(S(=O)(=O)N2CCCCC2)c1)Nc1ccc(OC(F)(F)F)cc1	-6.6	i
Cc1ccc(NC(=O)CSc2nc3ncc(Cl)cc3[nH]2)c(C)c1	-8.3	i
O=C(NC1CCCC1)C1CCN(C(=O)c2ccc(Cl)cc2)CC1	-11.1	i
O=C(CC(=O)Nc1ccccn1)Nc1ccccn1	-7.0	i
COc1cccc(-c2cc(C(=O)N3N=C(C)CC3(O)C(F)F)c3ccccc3n2)c1 (stereo not given)	-20.2	i
CC(C)CCOc1ccc(C(=O)O)cc1	-16.4	i
COC(=O)c1ccccc1S(=O)(=O)N1CCn2cccc2C1C (stereo not given)	-0.1	i
CCOC(=O)C1=CNS(=O)(=O)NC1c1ccc(C#N)cc1 (stereo not given)	22.0	.
CCN1CCN(C(C(=O)NC2CCCCC2)c2ccc(Cl)cc2)CC1 (stereo not given)	-30.8	i
CCOc1ccc(C(C)=O)cc1COc1cccnc1[N+](=O)[O-]	-9.3	i
CCn1c(CSc2ncccn2)nnc1SCC(=O)N1CCCCC1	-9.7	i
COC(=O)Nc1ccc2c(c1)OCO2	-7.6	i
CC1CCCCN1C(=O)CSc1nc(-c2ccccc2)cc(=O)[nH]1 (stereo not given)	-8.5	i
CC(NC(=O)COC(=O)C12CC3CC(CC(O)(C3)C1)C2)c1ccccc1 (stereo not given)	2.4	.
CCc1ccc(CCC(=O)Nc2nnc(CC)s2)o1	-15.4	i
O=C(Nc1nnc(-c2ccc(Cl)s2)o1)C1CC1	-5.5	i
O=C(NCc1ccccc1Cl)C1CCCN1C(=O)NCc1ccccc1 (stereo not given)	-5.1	i
CCOC(=O)Cc1cc(-c2ccc(O)cc2)nc2ccc3ccccc3c12	-13.5	i
CSCC[C@H](NC(=O)OC(C)(C)C)C(=O)N1CCC(C(=O)N[C@H](C(=O)O)C(C)C)CC1	-5.3	i

2 entries from above in a different format.
Structure: COC(=O)Nc1ccc2c(c1)OCO2
  OX1R antagonist = -7.6
  CHT PAM = i

Structure: CC1CCCCN1C(=O)CSc1nc(-c2ccccc2)cc(=O)[nH]1 (stereo not given)
  OX1R antagonist = -8.5
  CHT PAM = i

Carrying on:
SMILES	OX1R antagonist	CHT PAM
Brc1ccccc1-n1nnc(-c2ccnc3ccccc23)n1	-18.6	i
C/C(=N\NC(=O)c1nnn(-c2nonc2N)c1-c1ccccc1)c1cccnc1	.	i
O=C(Nc1ccccc1C(=O)O)c1cncc(Br)c1	-19.1	i
O=C(Nc1ccccc1NS(=O)(=O)c1ccc(F)cc1)C1CCC1	-10.3	i
COc1ccc(S(=O)(=O)N2CCOCC2)cc1NC(=O)COC(=O)C1COc2ccccc2O1 (stereo not given)	-28.8	i
O=S(=O)(c1ccccc1)c1cnc(-c2ccccc2)nc1N1CCCC1	-5.3	i
Oc1ccc(Nc2nc(Cl)nc(NCc3ccco3)n2)cc1	-12.3	i
COC(=O)c1cn(-c2ccccc2)nc1-c1cccnc1	-27.2	i
CCOC(=O)c1cccc(NC(=O)CSc2nnc(C)n2CC2CCCO2)c1 (stereo not given)	-21.3	i
COC(=O)Cc1ccc(NC(=S)NCCO)cc1	1.2	i
O=C(CSCc1cnn(-c2ccccc2)c1-n1cccc1)NCc1cccs1	-14.2	i
O=C(O)CCC(=O)Nc1ccc2c(c1)oc1ccccc12	0.6	i
COc1ccc(OCC(=O)NC(=S)Nc2ccc(S(=O)(=O)Nc3cc(C)on3)cc2)cc1	2.1	i
Cc1noc(C)c1S(=O)(=O)N1CCCC(C(=O)N2CCc3ccccc3C2)C1 (stereo not given)	-12.2	i
CCc1ccccc1NC(=O)c1ccc2c(O)c(S(=O)(=O)c3ccc(OC)cc3)c(=O)[nH]c2c1	-21.2	i
CCOC(=O)N1CCN(C(=O)COc2ccccc2Cl)CC1	-11.4	i
C=CCC1(CC=C)CCCN1C(=O)CC1C(=O)NCCN1Cc1cccc(OC)c1OC (stereo not given)	-37.8	i
COc1ccc(/C=C2/SC(=O)N(CCNC(=O)CC(NC(C)=O)c3ccccc3)C2=O)cc1 (stereo not given)	-22.4	i
Oc1c(C(c2ccccc2)N2CCN(Cc3ccccc3)CC2)sc2ncnn12 (stereo not given)	-10.8	i
CCOc1ccccc1NC(=O)c1cccc(NC(=O)C2CCCC2)c1	-36.9	i
COc1ccc(-c2c(-c3ccc(OC)nc3)c3ccccc3n2C)cc1	-42.4	.
O=C(Oc1ccc(-n2cnnn2)cc1)c1ccccc1	7.6	i
Cc1cc2nc(CSc3ccccc3)cc(=O)n2[nH]1	-13.8	i
CN(C(=O)CSc1nncn1C)C1CCCN(Cc2ccccc2F)C1 (stereo not given)	-0.7	i
c1ccc(Cn2nnnc2C(c2cccs2)N2CCSCC2)cc1 (stereo not given)	-9.7	i
Next section.
SMILES	OX1R antagonist	CHT PAM
CCc1ccc(CN2CCC(C(=O)Nc3ccc(Oc4ccccc4)nc3)CC2)o1	-7.3	i
CCOC(=O)NC(Nc1cc(C)on1)(C(F)(F)F)C(F)(F)F	9.2	i
CNC(=O)NC(=O)C(C)N1CCN(C/C=C/c2ccccc2)CC1 (stereo not given)	-6.8	i
O=C(COc1ccc(Cl)cc1)Nc1ccc2oc(=O)ccc2c1	-12.2	i
Cn1c(C2CCCCC2)nc2cc(N)ccc21	-23.4	i
Cc1ccc(S(=O)(=O)N2[C@@H](c3ccccc3)C(C(=O)O)=CC[C@H]2c2ccc(Cl)c(Cl)c2)cc1	-4.9	i
CC1(C)CCCC2=C1CC1C(=O)N(c3ccccc3)C(=O)C1C2 (stereo not given)	-35.4	i
Cc1ccc(NC(=O)c2ccc(CN3CCc4ccccc4C3)cc2)cc1	-34.5	i
COc1ccc2cnn(CCOc3cc(C)ccc3C(C)C)c(=O)c2c1OC	-26.3	i
Cc1ccc(-n2ncc3c2CC(C)(C)CC3NC(=O)c2ccncc2)cc1 (stereo not given)	-15.2	i
Cc1cc(C(=O)N/N=C/c2cc(Br)ccc2OC(=O)c2ccccc2Cl)n[nH]1	-32.2	i
COc1ccc(N2CCN(C(=O)NC(=O)c3ccccc3)CC2)cc1	2.6	i
COc1ccccc1NC(=S)NC(NC(=O)CC(C)C)C(Cl)(Cl)Cl (stereo not given)	-23.6	i
COc1ccc(-c2cc(CNS(=O)(=O)c3ccc(NC(C)=O)cc3)on2)cc1	-16.2	i
Cc1ccc(C(=O)NN2C(=O)/C(=C/c3cn(C)c4ccccc34)SC2=S)cc1	-11.2	i
Cc1cc(C(=O)CC#N)c(C)n1-c1c(C)n(C)n(-c2ccccc2)c1=O	-8.5	i
CC(C)C(=O)N1CCN(c2ccccc2NC(=S)NC(=O)/C=C/c2ccco2)CC1	-14.1	.
COc1ccccc1OCC(O)Cn1nc(C)cc1C (stereo not given)	-7.9	i
Cc1c(Cl)cccc1NC(=S)NCC1COc2ccccc2O1 (stereo not given)	-26.0	i
Nc1nc(C2C(=O)CCCC2=O)cs1	-9.4	i
Cc1ccc(S(=O)(=O)/N=C(/Nc2cccc(C(=O)O)c2)c2ccccc2)cc1	11.9	i
COc1ccc(N2CCN(C(=O)CSc3nc4[nH]ncc4c(=O)n3-c3cccc4ccccc34)CC2)cc1	-29.3	i
COc1ccccc1OCC#CCSc1ncccn1	-14.8	i
COC(=O)c1cccc(NC(=O)Nc2ccc(Cl)c(Cl)c2)c1	66.7*	i
COc1ccc(C(O)(CCC(C)C)C(CN2CCOCC2)c2ccccc2)cc1 (stereo not given)	.	i

5 compounds from above, arranged by their value in OX1R antagonist, falling.
smiles	OX1R antagonist
CCOC(=O)NC(Nc1cc(C)on1)(C(F)(F)F)C(F)(F)F	9.2
Cc1ccc(-n2ncc3c2CC(C)(C)CC3NC(=O)c2ccncc2)cc1 (stereo not given)	-15.2
COc1ccccc1NC(=S)NC(NC(=O)CC(C)C)C(Cl)(Cl)Cl (stereo not given)	-23.6
Cc1c(Cl)cccc1NC(=S)NCC1COc2ccccc2O1 (stereo not given)	-26.0
CC1(C)CCCC2=C1CC1C(=O)N(c3ccccc3)C(=O)C1C2 (stereo not given)	-35.4

No new results follow: an excerpt of the list.
SMILES	OX1R antagonist	CHT PAM
Nc1nc(C2C(=O)CCCC2=O)cs1	-9.4	i
Cc1ccc(S(=O)(=O)/N=C(/Nc2cccc(C(=O)O)c2)c2ccccc2)cc1	11.9	i
COc1ccc(N2CCN(C(=O)CSc3nc4[nH]ncc4c(=O)n3-c3cccc4ccccc34)CC2)cc1	-29.3	i
COc1ccccc1OCC#CCSc1ncccn1	-14.8	i
COC(=O)c1cccc(NC(=O)Nc2ccc(Cl)c(Cl)c2)c1	66.7*	i
COc1ccc(C(O)(CCC(C)C)C(CN2CCOCC2)c2ccccc2)cc1 (stereo not given)	.	i

(next part)
SMILES	OX1R antagonist	CHT PAM
Cc1cccc(N=C2NC(=O)C(CO)(CO)S2)c1	5.7	i
COc1ccc(Cl)cc1S(=O)(=O)NC(C)C(=O)NCc1ccncc1 (stereo not given)	3.9	i
COC(=O)CSc1nc(COc2ccccc2)nc2ccccc12	-30.1	i
CC1=C(/C=C/C(C)=C/C=C/C(C)=C\C(=O)O)C(C)(C)CCC1	4.0	i
C=CCNC(=O)Cc1c(OC)ccc2cc(Br)ccc12	-14.0	i
Cc1ccccc1NC(=O)CNC(=O)c1ccc(C(F)(F)F)cc1	-8.4	i
Cc1cc2cc(CNC(=O)c3ccco3)ccc2n1C	-14.6	i
COc1cc(/C=N/Nc2ccc(C(=O)O)cc2)cc(OC)c1OC	-23.4	i
Nc1nc2c(c(=O)[nH]1)CN(Cc1ccccc1)CC2	-0.1	i
O=C(c1ccc(F)cc1)N1CCCN(c2nc(-c3ccccc3)ns2)CC1	12.5	i
Cc1ccc2cc3cc(C(=O)NCCCN4CCCCCC4)oc3nc2c1	-24.1	i
Cc1ccc(C(=O)OCC(=O)NC2CCCC(C)C2C)cc1S(=O)(=O)N1CCCCC1 (stereo not given)	-6.6	.
O=C(CSc1ccc(-c2ccccn2)nn1)c1ccc([N+](=O)[O-])cc1	-23.0	i
Cc1c(Cl)cccc1NS(=O)(=O)c1ccc2c(c1)C1C=CCC1C(c1ccc(C(=O)O)cc1)N2 (stereo not given)	-9.0	i
CCN(CC)CCOC(=O)c1ccc(NC(=O)C(C)NC(=O)C23CC4CC(CC(C4)C2)C3)cc1 (stereo not given)	-17.3	i
CCCCCC1CC(CC(=O)NC(=S)Nc2ccc([N+](=O)[O-])cc2)C(=O)O1 (stereo not given)	-32.2	i
CC(C)N1CCCC(CNC(=O)CCc2nnc(CCCCc3ccccc3)o2)C1 (stereo not given)	-16.6	i
O=C(NCc1cccnc1)NC1CC(=O)N(c2ccc3c(c2)OCCO3)C1 (stereo not given)	3.1	i
COc1ccc(S(=O)(=O)Nc2ccc(NC(C)=O)cc2)cc1	-0.5	i
